# Source: PubChem BioAssay (Broad Institute)
# T cruzi growth: T. cruzi proliferation inhibition; 5.9% of 77,000 active; AID 624255; T. cruzi beta-gal in NIH3T3, GalScreen luminescence, 90 h; inhibition, % at 8.34 µM;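 active = mean inhibition above about 93%, with at least 55% of replicates each passing it, limit read from the data, passing the limit was not always enough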
# C diff growth: inhibitors of Clostridium difficile growth; Clostridium difficile clinical isolate growth, OD600, 24 h; active compounds read low; growth activity, negative = inhibition, % at 16 µg/mL (by protocol); 0.25% of 86,000 active;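 active = mean growth activity at or below -80% and every replicate also at or below -80%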;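 also: 0% = DMSO wells and -100% = levofloxacin 16 µg/mL wells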
# Pf Dd2 inh: P. falciparum Dd2 growth inhibition | 2.3% of 94,000 active | SYBR Green, 72 h; active compounds read low | activity change, % at 10 µM; in the data active = activity change below about -80%
# KDM4C inh: blocks human GASC-1 (KDM4C) demethylase activity. Q9H3R0. GST-KDM4C 2-372, H3K9me3 peptide, LANCE TR-FRET. inhibition, % at 12.5 µM. 0.15% of 96,000 active;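 active = mean replicate inhibition above about 25%, with at least 55% of replicates also reaching it, limit read from the data, passing the limit was not always enough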
# Target sequence (Q9H3R0 2-372 limits assumed): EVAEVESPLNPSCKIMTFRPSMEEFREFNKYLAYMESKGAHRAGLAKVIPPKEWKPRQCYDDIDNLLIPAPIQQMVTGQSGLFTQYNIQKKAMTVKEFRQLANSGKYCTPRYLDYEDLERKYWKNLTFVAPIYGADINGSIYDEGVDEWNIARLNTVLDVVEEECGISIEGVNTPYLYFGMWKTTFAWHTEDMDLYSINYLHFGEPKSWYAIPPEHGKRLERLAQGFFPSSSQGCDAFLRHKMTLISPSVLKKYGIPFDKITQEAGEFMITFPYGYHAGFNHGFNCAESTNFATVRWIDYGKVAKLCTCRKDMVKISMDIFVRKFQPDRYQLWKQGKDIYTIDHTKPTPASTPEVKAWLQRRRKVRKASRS
#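 System – N-terminal GST-fused human GASC-1 (KDM4C) fragment, residues 2-372 · Input – enzyme final amount 10 nM · Technique – LANCE TR-FRET, Eu antibody, ULight-streptavidin, EDTA, ex 340 nm, em 618/671 nm · Medium – HEPES buffer, pH 7.5, plus ascorbate · Incubation – enzyme reaction 30 min, then detection 60 min, both room temperature · Reagent – H3K9me3 peptide with Fe(II)/2OG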
# * marks the source's active call; other numbers are inactive results; . = no result given; & = joins results of further samples.
cpd | Molecule | T cruzi growth | C diff growth
1 | C[C@@H]1CN([C@@H](C)CO)C(=O)c2cc(-c3cccc(C#N)c3)cnc2O[C@H]1CN(C)C | 4 | 4
2 | O=C(Nc1ccc2c(c1)[C@H]1C[C@H](CC(=O)N3CCOCC3)O[C@H](CO)[C@H]1O2)NC1CCCCC1 | -53 | .
3 | COc1ccc(S(=O)(=O)N[C@H]2CC[C@@H](CCn3cc(C(C)C)nn3)O[C@H]2CO)cc1 | 2 | .
4 | CN(C)C(=O)c1ccc(-c2ccc([C@H]3[C@H](CO)N4CCCCN(CC5CC5)C[C@@H]34)cc2)cc1 | 75 | -5
5 | O=C(C[C@H]1C=C[C@@H](NC(=O)c2cccc(F)c2)[C@H](CO)O1)Nc1nccs1 | -32 | .
6 | COc1ccc(NC(=O)N(C)C[C@@H]2Oc3ccc(NC(=O)CCC(F)(F)F)cc3C(=O)N([C@@H](C)CO)C[C@H]2C)cc1 | 2 | 1
7 | C[C@@H]1CN([C@@H](C)CO)C(=O)c2cc(NC(=O)c3ccncc3)ccc2O[C@H]1CN(C)C(=O)Nc1ccccc1 | . | 4
8 | O=C(NC1CCCC1)[C@H]1N[C@H]2c3ccc(-c4cccc(F)c4)c(=O)n3C[C@H]2[C@@H]1CO | . | -3
9 | COc1ccc2c3c(n(C)c2c1)[C@@H](CO)N(CC1CC1)CC31CN(Cc2ccc(F)cc2)C1 | . | 7
10 | CO[C@H]1CN(C)C(=O)c2ccc(NC(C)=O)cc2OC[C@H](C)N(C(=O)c2ccccn2)C[C@H]1C | 10 | .
11 | CCC(=O)N1Cc2cc(C(=O)N3CCCCC3)nc(-c3cccc(-c4cccnc4)c3)c2[C@H]1CCO | . | 1
12 | CCC(=O)N1C[C@H]2[C@@H](c3ccccc31)[C@H](CO)N2C(=O)CC1CC1 | 7 | -1

cpd | Pf Dd2 inh | KDM4C inh
1 | 28 | 1.0
2 | -9 | 0.7
3 | -9 | 0.4
4 | -43 | 0.2
5 | -19 | 2.1
6 | -57 | 0.6
7 | 3 | 1.3
8 | 39 | 0.7
9 | -67 | -2.1
10 | -2 | 0.4
11 | 1 | 0.9
12 | -65 | -0.9

# Going on with the list.
cpd | Molecule | T cruzi growth | C diff growth
13 | C[C@@H]1CN([C@H](C)CO)C(=O)c2cc(-c3cccnc3)cnc2O[C@@H]1CN(C)C(=O)Nc1ccc2c(c1)OCO2 | -42 | 1
14 | COCCNC(=O)C[C@@H]1C[C@@H]2c3cc(NC(=O)CN(C)C)ccc3O[C@@H]2[C@@H](CO)O1 | 57 | -5
15 | C[C@H](CO)N1C[C@H](C)[C@H](CN(C)Cc2ccccc2)OCCCC[C@H](C)Oc2ccc(NS(=O)(=O)c3cccs3)cc2C1=O | . | .
16 | COc1ccc(CN(C)C[C@@H]2Oc3ccc(NC(=O)Nc4ccc(F)cc4)cc3CC(=O)N([C@@H](C)CO)C[C@@H]2C)cc1 | . | -9
17 | COCC(=O)Nc1ccc2c(c1)[C@@H]1C[C@@H](CC(=O)N3CCN(C)CC3)O[C@@H](CO)[C@@H]1O2 | 7 | 0
18 | COCC(=O)Nc1ccc2c(c1)C(=O)N(C)[C@H]1CC[C@H](CC(=O)NCc3ccc(OC)cc3)O[C@H]1CO2 | 2 | 1
19 | C/C=C/c1ccc([C@H]2[C@@H](CO)N3CCCCN(C(=O)Nc4ccc(F)cc4)C[C@H]23)cc1 | 95 | 32
20 | C[C@H]1CN([C@@H](C)CO)C(=O)CCCn2cc(nn2)CO[C@@H]1CN(C)C(=O)Nc1ccccc1F | -13 | -1
21 | C[C@@H]1CN([C@@H](C)CO)C(=O)Cc2cc(NC(=O)NC3CCCCC3)ccc2O[C@@H]1CN(C)S(=O)(=O)c1ccccc1 | 13 | 6
22 | COc1cccc(S(=O)(=O)N2C[C@H](O)COC[C@H]3O[C@H](CC(=O)Nc4ccccc4)CC[C@@H]32)c1 | -38 | -10&-11
23 | COc1cc(CN2CC3(CN(S(=O)(=O)c4cn(C)cn4)C3)c3c(n(C)c4cc(OC)ccc34)[C@H]2CO)cc(OC)c1 | . | 3
24 | Cn1cnc(S(=O)(=O)N[C@H]2C=C[C@@H](CC(=O)Nc3ccccc3)O[C@H]2CO)c1 | . | -1

cpd | Pf Dd2 inh | KDM4C inh
13 | 8 | 0.2
14 | -2 | -1.7
15 | -27 | -0.5
16 | 10 | 12
17 | 16 | 0.1
18 | 2 | -1.1
19 | -9 | -1.9
20 | -32 | 0.2
21 | -7 | 1.0
22 | 10 | -1.2
23 | -38 | -1.4
24 | . | -2.6

# Carrying on:
cpd | Molecule | T cruzi growth | C diff growth
25 | O=C(Nc1ccc(F)cc1)Nc1ccc2c(c1)[C@@H]1C[C@H](CC(=O)N3CCOCC3)O[C@@H](CO)[C@@H]1O2 | 13 | 7
26 | CN1CCCCN2[C@H](C1)[C@H](c1ccc(C#Cc3ccccc3F)cc1)[C@@H]2CO | 15 | 4
27 | COc1ccc(NC(=O)N(C)C[C@@H]2Oc3ncc(C#CCN(C)C)cc3C(=O)N([C@@H](C)CO)C[C@@H]2C)cc1 | . | -2
28 | CO[C@@H]1CN(C)C(=O)c2cc(NC(=O)c3cc(C)on3)ccc2OC[C@H](C)N(C(=O)C2CC2)C[C@@H]1C | 8 | -1
29 | CC(C)CC#Cc1ccc([C@H]2[C@H]3CN(C(=O)Cc4cccnc4)CC(=O)N3[C@H]2CO)cc1 | . | -11
30 | CCC(=O)Nc1ccc2c(c1)OC[C@@H](C)N(C(=O)NC1CCCCC1)C[C@@H](C)[C@H](OC)CN(C)C2=O | -58 | .
31 | CO[C@H]1CN(C)C(=O)c2ccc(NC(C)=O)cc2OC[C@H](C)N(CCc2ccccc2)C[C@H]1C | -2 | .
32 | C[C@@H]1CCCCO[C@@H](CN(C)S(=O)(=O)c2cn(C)cn2)[C@@H](C)CN([C@H](C)CO)C(=O)c2cc(NS(C)(=O)=O)ccc2O1 | -55 | 5
33 | C[C@@H]1CN([C@H](C)CO)C(=O)c2cccc(NC(=O)c3ccncc3)c2O[C@H]1CN(C)C(=O)Nc1ccc(C(F)(F)F)cc1 | 33 | -1
34 | CCCNC(=O)C[C@H]1CC[C@@H]2[C@@H](COc3ccc(NC(=O)NCCC)cc3C(=O)N2C)O1 | . | 1
35 | C/C=C/c1ccc2c(c1)O[C@H](CN(C)S(C)(=O)=O)[C@@H](C)CN([C@H](C)CO)S2(=O)=O | -11 | 3
36 | CNC[C@H]1Oc2ccc(NC(=O)Nc3cccc4ccccc34)cc2CC(=O)N([C@@H](C)CO)C[C@H]1C | 16 | 2

cpd | Pf Dd2 inh | KDM4C inh
25 | 10 | 0.1
26 | 0 | 7.1
27 | 65 | 4.8
28 | -38 | 0.2
29 | 5 | 0.6
30 | 23 | 4.3
31 | -32 | 19
32 | 40 | 0.2
33 | -16 | -0.3
34 | 10 | -0.4
35 | 4 | 0.5
36 | 24 | -1.0

# Carrying on.
cpd | Molecule | T cruzi growth | C diff growth
37 | CC(C)OC(=O)N(C)C[C@H]1OCc2cn(nn2)CCCC(=O)N([C@H](C)CO)C[C@@H]1C | 7 | 0
38 | O=C(CN1CCOCC1)N1CCCCN2[C@H](CO)[C@@H](c3ccc(C#Cc4ccccc4F)cc3)[C@@H]2C1 | -3 | 2
39 | C[C@@H]1CN([C@@H](C)CO)C(=O)c2cccc(NS(=O)(=O)c3ccc(F)cc3)c2O[C@H]1CN(C)S(=O)(=O)c1ccc(Cl)cc1 | 14 | -7
40 | CCC(=O)N1C[C@H](C)[C@H](OC)CN(C)C(=O)c2ccc(NC(=O)CC(F)(F)F)cc2OC[C@H]1C | . | 2
41 | Cc1noc(C)c1NC(=O)Nc1cccc2c1O[C@@H](CN(C)C(=O)Nc1ccc3c(c1)OCO3)[C@@H](C)CN([C@@H](C)CO)C2=O | 3 | 1
42 | CO[C@H]1CN(C)C(=O)c2cc(NC(=O)c3ccccc3)ccc2OC[C@@H](C)N(C)C[C@@H]1C | -11 | 2
43 | COc1ccc2c3c(n(C)c2c1)[C@H](CO)N(C(=O)Nc1cccc(F)c1)CC31CN(Cc2nccs2)C1 | . | -2
44 | COc1cccc(S(=O)(=O)N(C)C[C@@H]2OCc3ccccc3-c3ccccc3C(=O)N([C@H](C)CO)C[C@@H]2C)c1 | 67 | -2
45 | C[C@@H]1CCCCO[C@H](CN(C)Cc2ccncc2)[C@H](C)CN([C@@H](C)CO)C(=O)c2cc(NC(=O)Nc3cccc4ccccc34)ccc2O1 | 74 | -8
46 | COCC#Cc1ccc([C@H]2[C@@H](CO)N3CCCCN(S(=O)(=O)c4ccccc4F)C[C@@H]23)cc1 | 107* | 4
47 | Cc1nc(N2[C@H](CO)[C@H](c3ccccc3)[C@H]2CNCC2CCCC2)sc1C | . | 27
48 | O=C(C[C@@H]1C=C[C@H](NC(=O)NC2CCCCC2)[C@@H](CO)O1)NCc1ccccc1 | 13 | .

cpd | Pf Dd2 inh | KDM4C inh
37 | -16 | .
38 | -43 | 1.5
39 | 0 | 0.9
40 | 6 | 0.5
41 | 22 | 0.0
42 | 19 | -1.5
43 | -69 | -0.2
44 | -63 | 0.1
45 | -19 | -0.7
46 | -24 | -0.1
47 | -90* | -2.7
48 | -17 | -1.7

# Following part
cpd | Molecule | T cruzi growth | C diff growth
49 | O=C(C[C@@H]1C=C[C@@H](NC(=O)c2ccncc2)[C@@H](CO)O1)Nc1ccc(-c2ccccc2)cc1 | . | 1
50 | CCN1[C@H](C(=O)N(C)C)[C@@H](CO)[C@@H]2Cn3c(ccc(/C=C/c4ccccc4)c3=O)[C@@H]21 | 14 | 13
51 | O=C(C[C@H]1CC[C@@H](NC(=O)C2CCOCC2)[C@H](CO)O1)NCC1CCCCC1 | -2 | -2
52 | C[C@H]1CCCCO[C@H](CN(C)C(=O)CCCN(C)C)[C@@H](C)CN([C@@H](C)CO)C(=O)c2cc(NC(=O)Cc3ccccc3)ccc2O1 | 26 | 3
53 | CC(C)NC(=O)N(C)C[C@@H]1Oc2ncc(-c3cccc(C(F)(F)F)c3)cc2C(=O)N([C@H](C)CO)C[C@@H]1C | 27 | -3
54 | COc1ccc2c3c(n(C)c2c1)[C@H](CO)N(C(=O)C1CCC1)CC31CCN(C)CC1 | . | 4
55 | COc1ccc2c3c(n(C)c2c1)[C@@H](CO)N(C(=O)CC1CC1)CC31CCN(C(=O)C2CC2)CC1 | . | 4
56 | Cc1noc(C)c1NC(=O)N(C)C[C@H]1Oc2ccc(NS(C)(=O)=O)cc2C(=O)N([C@H](C)CO)C[C@H]1C | -3 | .

cpd | Pf Dd2 inh | KDM4C inh
49 | -32 | -0.8
50 | -8 | 0.6
51 | 1 | 0.5
52 | -6 | 2.3
53 | 0 | 0.8
54 | 6 | -1.1
55 | -25 | 0.1
56 | 53 | -0.1

# This is a random part of the collection; about 7.2% have a hit in one of these screens.
